Source: PubChem BioAssay (National Center for Advancing Translational Sciences (NCATS))
Tau fibril FP – qHTS for Inhibitors of Tau Fibril Formation, Fluorescence Polarization; Potency, µM (titrated, usually from 57.7 µM), inactives show at the highest dose activity, negative = inhibition, hits mostly inhibitors; Microtubule-associated protein tau (Homo sapiens), P10636; K18 P301L tau heparin fibrillization, Alexa594 FP, 6 h; 280,000 tested, 0.39% active; further: nearly all actives have a fitted effect of over 55% in size
Target sequence (P10636 561-689 P618L limits assumed): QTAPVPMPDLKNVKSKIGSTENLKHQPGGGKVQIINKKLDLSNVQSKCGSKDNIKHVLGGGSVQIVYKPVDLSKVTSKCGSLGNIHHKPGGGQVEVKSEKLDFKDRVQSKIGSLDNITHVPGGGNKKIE
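Human tau K18 […] P301L fragment, 15 uM unlabeled plus 0.24 uM Alexa 594-labeled tau (final), with compound and 20 uM heparin in 100 mM sodium acetate pH 7; 6 hr at 37 C, then Alexa 594 FP read.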
Tau fibril ThT – qHTS for Inhibitors of Tau Fibril Formation, Thioflavin T Binding | recombinant tau K18 P301L (four-repeat tau fragment), heparin-induced fibrillization, ThT fluorescence | Potency, µM (titrated, usually from 57.4 µM), for inactives: at the highest dose activity, negative = inhibition, actives largely listed as inhibitors | 270,000 tested, 2.1% active; further: nearly all actives have a fitted effect of over 55% in size
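Heparin-induced (20 uM) aggregation of recombinant human K18 P301L tau, 15 uM unlabeled with 0.24 uM labeled, pH 7 acetate buffer, 6 hr at 37 C with compound. Fibrils quantified by 30 uM ThT fluorescence after 1 hr ambient incubation.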
RECQ1 helicase – qHTS Assay for Inhibitors of RecQ-Like Dna Helicase 1 (RECQ1); RECQ1 DNA unwinding, red fluorescence kinetic read; Potency, µM (series often up to 57.3 µM), for the others: at the top dose activity, negative = inhibition, actives largely listed as inhibitors; 240,000 tested, 0.54% active; AID 2549, 2010;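 further: plate controls were vehicle for no effect and no enzyme for full effect; nearly all actives have a fitted effect of over 30% in size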
Target sequence (P46063 whole entry, looked up): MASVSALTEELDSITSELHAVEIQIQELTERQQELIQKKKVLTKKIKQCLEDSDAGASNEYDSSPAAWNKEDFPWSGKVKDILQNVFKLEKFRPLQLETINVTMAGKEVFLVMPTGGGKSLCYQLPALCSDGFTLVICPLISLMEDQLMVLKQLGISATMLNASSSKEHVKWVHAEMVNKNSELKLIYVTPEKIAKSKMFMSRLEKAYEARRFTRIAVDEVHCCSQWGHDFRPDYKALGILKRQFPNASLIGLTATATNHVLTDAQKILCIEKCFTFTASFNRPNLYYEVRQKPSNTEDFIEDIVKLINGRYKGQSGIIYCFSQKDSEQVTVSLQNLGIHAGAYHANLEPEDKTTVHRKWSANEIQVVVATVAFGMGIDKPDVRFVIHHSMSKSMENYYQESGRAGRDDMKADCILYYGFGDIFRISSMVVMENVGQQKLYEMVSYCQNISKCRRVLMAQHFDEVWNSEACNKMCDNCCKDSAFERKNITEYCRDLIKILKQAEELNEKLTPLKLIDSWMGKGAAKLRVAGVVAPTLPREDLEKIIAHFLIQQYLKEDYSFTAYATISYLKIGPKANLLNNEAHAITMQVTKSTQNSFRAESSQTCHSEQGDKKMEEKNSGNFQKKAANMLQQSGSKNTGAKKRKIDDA
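50 nM RECQ1T1 preincubated 15 min with compound in Tris pH 8.0 buffer with MgCl2, DTT, Tween-20 and 2.5 ug/ml poly(dI-dC); started with 200 nM TAMRA/BHQ-2 forked duplex and 2 mM ATP. Unwinding read as fluorescence (525/598 nm), two reads 2 h apart.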
JMJD2E inh – qHTS Assay for Inhibitors of Human Jumonji Domain Containing 2E (JMJD2E). JMJD2E catalytic domain, FDH-coupled NADH fluorescence (FDH is formaldehyde dehydrogenase). Potency, µM (series often up to 57.1 µM), for the others: at the top dose activity change, negative = inhibition, usual class: inhibitors. 230,000 tested, 1.6% active; active means well fitted inhibition curve with a large enough effect, not every such curve was filed as active; inconclusive means small, poorly fitted or top-dose-only effect, or another doubt; inactive means no such curve, though single readings can be large or run the other way;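 further: 0% = wells with enzyme and -100% = buffer wells without enzyme; nearly all actives have a fitted effect of over 50% in size; many of its hits are not listed in these tables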
TRb-SRC2 inh – qHTS for Inhibitors of the Interaction of Thyroid Hormone Receptor and Steroid Receptor Coregulator 2; Thyroid hormone receptor beta (Homo sapiens), P10828; TRbeta-SRC2 peptide binding, fluorescence polarization; receptor liganded with 1 µM T3; Potency, µM (titrated, usually from 106 µM), for inactives: top-dose activity change, negative = inhibition, actives largely listed as inhibitors; 280,000 tested, 0.065% active; AID 1469, 2008;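 further: plate controls were bound peptide for no effect and peptide without receptor for full effect; nearly all actives have a fitted effect of over 50% in size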
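Compounds were added to 0.6 uM TRb ligand-binding domain and 20 nM Texas Red-labeled SRC2 peptide in Tris buffer containing 1 uM T3, incubated 5 hr at ambient temperature, then read by fluorescence polarization.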
L3MBTL1 inh – qHTS Assay for the Inhibitors of L3MBTL1 | 230,000 tested, 0.66% active | Potency, µM (doses to about 57.1 µM), for inactives: at the highest dose activity, negative = inhibition, usual class: inhibitors | AID 485360, 2010 | AlphaScreen L3MBTL1–H3K9me1 peptide binding | Lethal(3)malignant brain tumor-like protein 1 (Homo sapiens), Q9Y468; further: nearly all actives have a fitted effect of over 60% in size
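First, the protein-peptide complex forms for 30 min at room temperature (L3MBTL1 50 nM, biotinylated H3K9me1 peptide 75 nM). Next, compounds are pin-transferred and incubated 30 min. Finally, AlphaScreen beads are added and read after 30 min.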
GoLoco inh red – qHTS Assay for Inhibitors of RGS12 GoLoco Motif Activity (Red Fluorophore); Gai1:RGS12 GoLoco peptide FP, rhodamine, 10 min; Potency, µM (series often up to 61.6 µM), without a hit: top-dose activity, negative = inhibition, actives largely listed as inhibitors; 230,000 tested, 0.44% active; Guanine nucleotide-binding protein G(i) subunit alpha-1 (Homo sapiens), P63096; active means well fitted inhibition curve with a large enough effect, not every such curve was filed as active; inactive means no such curve, though single readings can be large or run the other way; further: nearly all actives have a fitted effect of over 30% in size; many of its hits are not listed in these tables
TR SRC2 fluor cs – Total Fluorescence Counterscreen for Inhibitors of the Interaction of Thyroid Hormone Receptor and Steroid Receptor Coregulator 2. Potency, µM (top dose mostly 106 µM), without a hit: at the top dose fluorescence change, negative = quenching. 280,000 tested, 0.29% active. TRb/SRC2 Texas Red total fluorescence interference. AID 1479, 2009; active means well fitted curve in either direction with a large enough effect; inconclusive means small, poorly fitted or top-dose-only effect
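Human TRb ligand-binding domain at 0.6 uM with 20 nM Texas Red SRC2 peptide in Tris buffer containing 1 uM T3 and 5% DMSO, incubated with compound 5 h at ambient temperature. Total fluorescence (555/632 nm) calculated as parallel + 2 × perpendicular.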
An asterisk follows results filed as active; i = inactive; ? = inconclusive; · = no result given; & = joins results of further samples; [ ] = remark or other dose. Unless noted, the call rests on the fitted dose curve; in most records, active means well fitted curve in the direction sought with a large enough effect; inconclusive means small, poorly fitted or top-dose-only effect, or another doubt; inactive means no such curve, though single readings can be large; an effect the other way counts as inactive or inconclusive. Unless noted, on the % scale 0 is the no-effect control and ±100 the full control effect; potency means the concentration at half of the fitted maximal effect. Not all compounds are listed; rates above refer to the full screens.

SMILES | Tau fibril FP | Tau fibril ThT | RECQ1 helicase | JMJD2E inh | TRb-SRC2 inh | L3MBTL1 inh | GoLoco inh red | TR SRC2 fluor cs
CCc1nc(SCC(=O)Nc2ccccc2C(=O)OC)n[nH]1 | -2% | -3% | i | 4% | -3% | · | -14% | 4%
COc1ccc(NC(=O)CSc2cc(C)nc3c(-c4ccccc4)cnn23)cc1 | ? | -18% | -4% | ? | -8% | -3% | 0% | -3%
NC(=O)c1ccccc1NC(=O)C1CCCN(c2ncnc3onc(-c4ccc(F)cc4)c23)C1 (stereo not given) | -10% | -12% | · | · | 8% | · | · | -21%
O=C(N/N=C/c1cc(Br)cs1)c1ccc2c(c1)OCCO2 | -15% | ? | -15% | 1% | 0% | -1% | 8% | 0%
CC(=O)Nc1ccc(NC(=O)CSc2nnc(C3CC3)n2C)cc1 | 5% | -6% | -2% | 1% | -12% | 7% | · | 1%
Cc1ccc(C(=O)NCC(=O)OCc2cc(=O)n3nc(C4CCCCC4)sc3n2)cc1 | -3% | ? | · | · | 4% | · | · | -14%
COc1cc(C2NC(=S)NC(C)=C2C(=O)OC(C)C)ccc1OC(C)C (stereo not given) | 5% | -8% | 0% | 0% | -5% | 1% | 1% | 1%
Cc1ccc(NS(=O)(=O)c2ccc(C(=O)NCC3CCCO3)cc2)cc1 (stereo not given) | -1% | 1% | -10% | 0% | -3% | 4% | 0% | 0%
Cc1cc(C(=O)N/N=C2\CCCC(C)C2)n[nH]1 (stereo not given) | -5% | -9% | i | 8% | -14% | · | -19% | 3%
COc1cc(OC)cc(C(=O)NC2CCN(Cc3nnnn3Cc3cccs3)CC2)c1 | 10% | -6% | -11% | -7% | 1% | · | 8% | -4%
CCCCn1c(N)c(NCc2ccccc2)c(=O)[nH]c1=O | 3% | -5% | -12% | 9% | -8% | 57%[activator] | 6% | -5%
Cc1ccc(-n2nc(C)c3c2OC(N)=C(C#N)C3c2ccc(C)o2)cc1 (stereo not given) | ? | 5µM* | -14% | 25µM* | -12% | ? | 3% | -3%
CC(=O)Nc1ccc2nc(-c3ccco3)[nH]c2c1 | 3% | -9% | -1% | ? | 2% | 9% | 31%[activator] | -2%
Cc1ccc(NC(=O)c2ccc(S(=O)(=O)N3CCC(C)CC3)cc2)cc1 | -16% | -2% | -3% | -4% | 7% | · | -21% | -1%
O=C1N/C(=N\N=C\c2ccco2)SC1Cc1ccc(F)cc1 (stereo not given) | -5% | -2% | -3% | -5% | 3% | 1% | 12% | -1%
O=C(Nc1nccs1)c1cc(-c2ccccc2)nn1-c1ccccc1 | 8% | 9% | i | 2% | -4% | 38%[activator] | -9% | -5%
FC(F)(F)c1ccc(C2[C@H]3CN(CC4CCCCC4)[C@H](c4ccccc4)C34CC2(c2ccccc2)C4)cc1 (stereo not given in full) | -9% | -9% | -2% | -30% | 1% | · | 9% | -6%
Cc1ccc(CCn2c3c(c4ccccc42)CN(C)CC3)cn1 | -3% | 4% | -11% | ? | -1% | · | 9% | -5%
CCn1nc(C)c(CN2CCCC(C(=O)c3cccc(OC(C)C)c3)C2)c1C (stereo not given) | -3% | -1% | i | -2% | -5% | -6% | 10% | -1%
CN(C)C(=O)CN1CCN(Cc2cn(C)nc2-c2ccc3c(c2)OCCO3)CC1 | 3% | 5% | i | 1% | 6% | 5% | 9% | -2%
COc1ccc(-c2cc(=O)oc3c(C)c(O)c(CN(C)C)cc23)cc1 | 6% | -8% | -8% | ? | -21% | -1% | -5% | -2%
CCCCCC(=O)Nc1nc(C)c(-c2csc(Nc3cc(OC)ccc3OC)n2)s1 | 15% | 16µM* | 0% | ? | 9% | -14% | 9% | -2%
O=C(CSc1nnc(-c2ccc(F)cc2)n1-c1ccccc1)NCCN1C(=O)CSC1=O | 3% | -2% | 0% | -1% | -8% | 1% | 10% | -2%
Clc1ccc2c(N3CCCC3)ccnc2c1 | -5% | -1% | -6% | -3% | -1% | 2% | 0% | 3%
COc1ccc(Cl)cc1NC(=O)CCS(=O)(=O)c1cccc2nonc12 | -2% | -4% | · | · | -6% | · | · | 1%
CC(=O)NC(=S)Nc1ccc(NC(=O)COc2ccc(C(C)C)cc2)cc1 | -15% | ? | 4% | 3% | 2% | 2% | 1% | 0%
Cc1ccc(C)c(S(=O)(=O)N/N=C/c2ccc(N(C)C)cc2)c1 | 16% | ? | i | -12% | 3% | · | 1% | 0%
CCC(=O)OCC(=O)c1c(N)n(Cc2ccccc2)c(=O)n(C)c1=O | 6% | -7% | -16% | 0% | · | 10% | 6% | ·
COc1ccc(N2CCC(CNC(=S)Nc3cc(C)cc(C)c3)C2)cc1 (stereo not given) | 7% | ? | i | 0% | -2% | · | 8% | -1%
CCOc1ccc(CN2CCN(Cc3cnn(CC)c3C)CC2CCO)cc1 (stereo not given) | -4% | -4% | i | -41% | 5% | -5% | 2% | -6%
CC12CCC3C(CC3(C)C)C(C)(CCC1=O)O2 (stereo not given) | -10% | 1% | i | -5% | 0% | · | -1% | -4%
Cc1c(CNC2CCCCC2)c(C(=O)O)c(C)n1Cc1ccc(F)cc1 | -5% | -5% | · | · | -3% | · | · | 0%
Cc1nnc(NC(=O)c2oc3cc(C)c(C)cc3c2C)s1 | 4% | 9% | -8% | 2% | 15% | · | -5% | -1%
C=CCOc1ccc(CNC(C)(C)C)cc1OC | 4% | -5% | -7% | 2% | 7% | -7% | -13% | 1%
O=C(CN1C(=O)CCC1=O)Nc1nc(-c2nc3ccccc3s2)cs1 | 18% | 2% | 1% | ? | 5% | 15% | 12% | -6%
CC(C)=C1SC(N2CCN(Cc3ccccc3)CC2)=NC1=O | 2% | 2% | i | 3% | 4% | 0% | 7% | -1%
CCOc1ccc(-c2nn(CC(=O)NC3CCCCC3)c3c2cnc2ccc(C)cc23)cc1 | 2% | 9% | · | · | 7% | · | · | 0%
Cc1ccc(-n2nc3ccc(N)cc3n2)cc1 | 12% | ? | 8% | ? | -6% | · | -6% | -2%
CCN(CC)C(=S)SCC(=O)Nc1ccc(F)cc1 | -7% | 0% | -1% | 7% | -9% | -1% | 5% | 3%
CCOc1ccc(CNC(=O)c2cc3ccccn3n2)cc1 | -3% | -10% | · | · | 3% | · | · | -3%
O=C(Oc1coc(CSc2ncccn2)cc1=O)c1cccc([N+](=O)[O-])c1 | 10% | ? | 4% | -5% | 3% | · | 4% | -1%
O=C(NC1CCS(=O)(=O)C1)c1cnccn1 (stereo not given) | 0% | -3% | -7% | 1% | 7% | · | 4% | 1%
CCOC(=O)c1cnc(SC2CC(=O)N(c3cccc(OC)c3)C2=O)nc1N (stereo not given) | 7% | -5% | i | -3% | 8% | -5% | · | -2%
Cc1ccsc1/C=N/Nc1ncnc2nc[nH]c12 | -2% | 10% | 0% | -8% | 0% | 30%[activator] | 9% | -3%
Cc1ccc(-c2nc3ccccn3c2NC(=O)c2ccco2)cc1 | 4% | 3% | i | 9% | 0% | -1% | 6% | 1%
CCOc1ccc(NC(=O)COC(=O)C23CC4CC(CC(C4)C2)C3)c([N+](=O)[O-])c1 | 10% | -16% | -3% | 3% | -5% | -10% | 4% | -15%
c1coc(-c2nc3c4c5c(sc4ncn3n2)CCCC5)c1 | 4% | -1% | 4% | 1% | -22% | -10%[11.4 µM] | 7% | 0%
CC(/C=C/c1ccccc1F)=N\NC(=O)c1ccc(Cl)cc1 | 2% | 7% | i | -1% | -6%[53 µM] | 43%[activator] | 11% | 0%[53 µM]
N#C/C=C\Oc1ccc(Cl)cc1N | -11% | ? | i | ? | -26% | -4% | 12% | 1%
COc1ccc(N(C)C(=O)c2cc3c(s2)-c2c(C)cccc2OC3)c(OC)c1 | 10%&4% | ? | -13% | ? | -9%&0% | · | -7% | 0%&3%
Cc1nnc(SCCc2ccccc2)[nH]c1=O | -3% | -1% | -1% | -1% | 4% | 6% | -6% | 2%
O=C(CCc1ccccn1)N1CCCC(CNS(=O)(=O)c2cccs2)C1 (stereo not given) | -12% | -7% | -14% | 4% | -10% | 8% | 16% | 0%
CCCn1c(=N)c(C(=O)NCc2ccccc2)cc2c(=O)n3cccc(C)c3nc21 | -2% | -5% | · | · | 3% | · | · | 0%
Cc1ccc(NC(=O)c2ccc(N3C(=O)C4CC=C(Cl)CC4C3=O)cc2)cc1 (stereo not given) | 1% | -10% | -16% | -8% | -5% | · | 2% | -2%
CC(C)CCN1C(=O)CCC1(C)C(=O)NC1CCCCCCC1 (stereo not given) | 2% | -14% | -5% | 0% | -2% | · | 6% | 0%
O=C1CCN(C(=O)Nc2cccc(Cl)c2)N1 | ? | ? | -8% | 9% | -8% | 0% | -6% | -5%
